Screening data as filed in PubChem.
NPY-Y1 antag: NPY-Y1 receptor antagonists, primary screen, cell-based; inhibition, % at 3.6 µM; 1% of 200,000 active; AID 1040, 2008; HEK293-CNG Y1 cells, membrane potential fluorescence; NPY at EC95, then isoproterenol; Neuropeptide Y receptor type 1 (Homo sapiens), P25929;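 active = inhibition above the campaign mean inhibition of all tested compounds plus 3 SD, cut at about 20% in these data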;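 also: 0% = DMSO wells given NPY plus isoproterenol and 100% = isoproterenol alone without NPY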
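System: HEK293 cells with Y1 receptor plus CNG channel / Probe or stimulus: NPY 25 nM then isoproterenol 1 µM plus Ro 20-1724 25 µM / Compound: one concentration, 3.6 µM, in 0.4% DMSO / Schedule: compound incubation 1 h at room temperature, readout 45 min post-stimulation / Measured by: membrane potential fluorescence / Read-out: % inhibition of NPY effect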
NPY1 pot ag: NPY-Y1 receptor potentiators or agonists, primary screen, cell-based; 0.37% of 220,000 active; AID 1304, 2008; activation, % at 3.6 µM; Neuropeptide Y receptor type 1 (Homo sapiens), P25929; NPY-Y1 expressing cells, potentiator/agonist activation; in the data active = activation above about 33%, passing the limit was not always enough;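 also: cells stimulated with NPY at EC10 then isoproterenol at EC100; 0% = low agonist plus stimulus and 100% = saturating agonist plus stimulus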
PGE2 EP2 inh: human EP2 receptor antagonists, primary screen, TR-FRET cAMP, C6 glioma cells; AID 1422, 2008; C6 glioma cells expressing human EP2; cells stimulated with saturating PGE2; inhibition, % at 25 µM; 0.52% of 260,000 active; Prostaglandin E2 receptor EP2 subtype (Homo sapiens), P43116;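 active = percent inhibition above 40 after rounding to a whole number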;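 also: rat C6 glioma host cells with rolipram phosphodiesterase inhibitor present; the protocol text gives 20 µM as final concentration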
S1P4 antag: S1P4 receptor antagonists, primary screen, cell-based; inhibition, % at 4.98 µM; Sphingosine 1-phosphate receptor 4 (Homo sapiens), O95977; 0.26% of 220,000 active; S1P4-expressing cells, antagonist mode, reporter read-out; AID 1510, 2009; in the data active = inhibition above about 29%;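 also: 0% = wells stimulated with agonist and 100% = vehicle wells without agonist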
EP2 modulator: EP2 receptor modulators, cAMP readout, primary screen, cell-based, HTRF cAMP, PGE2 stimulation; AID 940, 2007; Prostaglandin E2 receptor EP2 subtype (Homo sapiens), P43116; EP2-expressing cells, cAMP HTRF FRET, PGE2 co-stimulation; induction, % at 25 µM; 0.83% of 260,000 active;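 active = compounds whose cAMP rise, as percent of the full-agonist control response, exceeds 60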;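 also: rat C6 glioma line stably carrying human EP2 under a CMV promoter; the protocol text gives 20 µM as final concentration; 100% = response of wells given 1 µM PGE2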
NPY-Y2 PAM-ag: NPY-Y2 potentiators or agonists, primary screen, cell-based. Neuropeptide Y receptor type 2 (Homo sapiens), P49146. cells expressing NPY-Y2, potentiator/agonist read-out. activation, % at 3.6 µM. 0.45% of 220,000 active; in the data active = activation above about 27%;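 also: cells stimulated with NPY near EC25 plus isoproterenol at EC100; 0% = vehicle plus submaximal agonist and 100% = vehicle plus saturating agonist; some results beyond the cut were filed as inactive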
S1P4 agonist: S1P4 receptor agonists, primary screen, cell-based; Sphingosine 1-phosphate receptor 4 (Homo sapiens), O95977; S1P4-expressing cell line, agonist reporter assay; activation, % at 4.98 µM; 0.35% of 220,000 active; AID 1509, 2009; in the data active = activation above about 11%;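 also: 0% = DMSO vehicle and 100% = reference agonist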
p97 inhibitor: inhibitors of human p97 ATPase, primary screen, biochemical. recombinant p97 ATPase, Kinase-Glo ATP luminescence, 3 h. inhibition, % at 8 µM. 0.42% of 220,000 active; in the data active = inhibition above about 15%;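 also: 0% = DMSO vehicle and 100% = wells lacking enzyme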
eIF4E-4G inh: eIF4E–eIF4G protein interaction inhibitors, primary screen, biochemical, uHTS, TR-FRET, eIF4GI fragment | Eukaryotic translation initiation factor 4E (Mus musculus) + Eukaryotic translation … | TR-FRET eIF4E-eIF4GI(517-606) binding, 2 h | inhibition, % at 21.7 µM | 0.37% of 220,000 active | AID 782, 2007;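 active = inhibition above about 30%, limit read from the data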;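 also: 0% = full FRET control wells and 100% = background wells lacking eIF4GI fragment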
Target sequence (P63073 whole entry, looked up, the tested form may be a part): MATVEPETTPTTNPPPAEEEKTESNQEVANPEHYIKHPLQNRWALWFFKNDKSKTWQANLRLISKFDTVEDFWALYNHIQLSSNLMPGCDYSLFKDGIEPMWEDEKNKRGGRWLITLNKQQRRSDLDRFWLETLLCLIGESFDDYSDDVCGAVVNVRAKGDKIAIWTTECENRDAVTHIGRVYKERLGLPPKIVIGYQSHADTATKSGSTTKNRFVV
Target sequence (Q04637 whole entry, looked up, the tested form may be a part): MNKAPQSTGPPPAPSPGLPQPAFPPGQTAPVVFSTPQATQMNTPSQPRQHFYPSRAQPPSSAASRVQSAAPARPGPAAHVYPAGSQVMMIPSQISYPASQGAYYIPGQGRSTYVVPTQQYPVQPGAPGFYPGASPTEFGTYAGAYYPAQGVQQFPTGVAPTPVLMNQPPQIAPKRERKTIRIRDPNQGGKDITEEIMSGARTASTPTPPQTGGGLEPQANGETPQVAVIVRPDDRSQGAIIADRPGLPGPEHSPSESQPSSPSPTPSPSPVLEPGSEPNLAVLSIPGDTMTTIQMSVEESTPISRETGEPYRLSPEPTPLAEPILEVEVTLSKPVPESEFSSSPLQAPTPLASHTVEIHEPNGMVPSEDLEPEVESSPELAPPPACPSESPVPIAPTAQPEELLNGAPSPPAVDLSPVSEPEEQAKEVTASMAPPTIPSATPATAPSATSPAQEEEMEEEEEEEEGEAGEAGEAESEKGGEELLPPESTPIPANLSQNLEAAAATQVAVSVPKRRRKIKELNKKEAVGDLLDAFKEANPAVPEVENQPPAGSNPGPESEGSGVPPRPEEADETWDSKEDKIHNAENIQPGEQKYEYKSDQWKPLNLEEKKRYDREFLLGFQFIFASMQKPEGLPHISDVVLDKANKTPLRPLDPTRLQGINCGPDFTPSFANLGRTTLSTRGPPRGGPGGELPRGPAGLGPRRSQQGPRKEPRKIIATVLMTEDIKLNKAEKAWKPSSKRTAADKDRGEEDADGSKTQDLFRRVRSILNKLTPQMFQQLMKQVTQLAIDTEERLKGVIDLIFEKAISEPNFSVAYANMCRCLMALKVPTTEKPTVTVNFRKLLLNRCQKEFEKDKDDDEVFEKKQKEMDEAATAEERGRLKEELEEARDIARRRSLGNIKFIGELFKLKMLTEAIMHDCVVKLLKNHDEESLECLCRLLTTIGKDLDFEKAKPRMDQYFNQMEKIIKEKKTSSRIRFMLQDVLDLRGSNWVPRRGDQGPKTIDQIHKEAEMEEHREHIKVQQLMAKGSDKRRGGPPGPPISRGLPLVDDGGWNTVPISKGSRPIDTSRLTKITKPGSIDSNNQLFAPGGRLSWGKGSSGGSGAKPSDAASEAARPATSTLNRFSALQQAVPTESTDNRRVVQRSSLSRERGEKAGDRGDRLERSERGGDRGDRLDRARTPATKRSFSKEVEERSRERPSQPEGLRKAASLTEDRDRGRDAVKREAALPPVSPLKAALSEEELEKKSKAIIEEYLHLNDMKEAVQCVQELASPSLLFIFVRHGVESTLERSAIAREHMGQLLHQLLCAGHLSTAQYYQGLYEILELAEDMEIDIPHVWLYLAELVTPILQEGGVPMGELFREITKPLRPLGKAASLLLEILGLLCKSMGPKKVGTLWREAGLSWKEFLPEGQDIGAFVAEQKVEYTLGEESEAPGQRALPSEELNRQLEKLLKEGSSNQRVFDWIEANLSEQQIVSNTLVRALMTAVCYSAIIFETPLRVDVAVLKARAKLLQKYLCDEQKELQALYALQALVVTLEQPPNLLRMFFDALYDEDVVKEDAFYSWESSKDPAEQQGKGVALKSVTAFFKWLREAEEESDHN
* hit, by the source's call; / = no result given; & = joins results of further samples; [ ] = remark or other dose. Some of the compounds tested, so the mix of outcomes need not match the whole.

SMILES	NPY-Y1 antag	NPY1 pot ag	PGE2 EP2 inh	S1P4 antag	EP2 modulator	NPY-Y2 PAM-ag	S1P4 agonist	p97 inhibitor	eIF4E-4G inh
O=C(COC(=O)c1ccc2c(c1)OCCO2)Nc1cccc(S(=O)(=O)N2CCOCC2)c1	3	-2	8	8	-13	-8	3.0	7	2
CC(C)c1cc(C(=O)Nc2cccc(C(F)(F)F)c2)no1	2	-27	3	-6	-18	-9	-1.6	-1	-2
O=C(NCc1ccc(F)cc1)C1CCN(S(=O)(=O)c2ccc3c(c2)OCCCO3)CC1	-1	7	5	-14	10	-4	-0.2	4	5
CCC(C)(C)NC(=O)CN(C(=O)CCC(=O)Nc1cc(C)ccn1)c1ccc2c(c1)OCCO2	0	-7	6	-7	-13	-7	1.2	-2	1
Cc1ccc(-n2nnnc2SC(C)C(=O)Nc2ccc(Cl)cn2)cc1 (stereo unspecified)	11	-21	5	-25	-8	-12	2.4	-4	0
O=C1N=C(N2CCOCC2)S/C1=C\c1ccccc1OS(=O)(=O)c1ccccc1	/	26	6	-6	-6	5	0.6	-2	0
CC1(C)Cc2c(C#N)c(SCc3ccccc3)nc(N3CCOCC3)c2CO1	2	-16	9	-6	40	-20	1.0	-2	-4
Cc1ccc(N2C(=O)c3ccc(C(=O)O)cc3C2=O)cc1C	10	26	2	-14	-8	7	1.8	6	7
NS(=O)(=O)c1ccc(NC(=O)Cn2ncc3c2-c2ccccc2OC3)cc1	5	-15	11	-9	2	-25	-0.9	-2	-8
CN(C(=O)COc1ncnc2c1cnn2-c1ccccc1)C1CCCCC1	2	0	8	12	-13	-4	-0.7	-2	0
COc1ccc(C2CC(C(F)(F)F)n3nc(C(N)=O)c(Cl)c3N2)cc1OC (stereo unspecified)	2	7	4	-8	75*	9	2.1	2	-5
Cc1nn(CC(=O)N/N=C/c2ccc3c(c2)OCO3)c(C)c1Br	-1	-2	8	-6	5	-7	-0.5	7	3
Cc1ccc(OCCCNC2CCCC2)cc1	7	-22	7	-19	23	-3	2.8	-5	-1
CCCCNC1CCS(=O)(=O)C1 (stereo unspecified)	-1	-5	2	-6	23	-20	0.9	1	4[fluorescence artefact?]
NS(=O)(=O)c1ccc(CNC(=O)C2CCCCC2)cc1	1	-22	10	-12	9	8	-1.2	6	5
Cc1nn(Cc2c(Cl)cccc2Cl)c(C)c1NC(=O)CCCn1nc([N+](=O)[O-])c(Cl)c1C	-5	-12	7	-32	-15	-7	1.0	-6	3
O=C(CN1CCN(Cc2ccccc2Cl)CC1)N/N=C/C=C/c1ccco1	/	-7	10	-2	-42	-16	-0.5	3	-1
COc1ccc(NC(=O)Cc2ccccc2)cc1	11	-4	5	-9	19	-6	1.4	0	-2
COc1ccccc1NC(=O)Nc1cc(C(C)C)ccc1C	/	15	10	-8	-1	-2	-0.1	4	-2
Cc1ccc(-c2nc(N)sc2C)cc1	2	-16	2	-15	-3	7	1.3	-6	0
O=C(O)c1coc2ccccc12	3	-18	12&9	2	3&-12	-1	-0.8	5	-1
O=C(c1ccccc1F)N(Cc1cccnc1)Cc1cc2cc3c(cc2[nH]c1=O)OCCO3	-1	14	4	-14	-13	-3	0.7	8	2
CCN(CC)CC(=O)Nc1sc(C)c(C)c1C(=O)c1ccc(C)cc1	2	-16	5	-7	43	-7	-0.4	-6	-1
Cc1cc(C(=O)NCCCN2CCOCC2)n(-c2ccccc2)n1	-2	-11	7	0	12	-14	0.8	-2	-3
Cn1nc(C(F)(F)F)c2cc(C(=O)Nc3ccc(C(F)(F)F)cc3)sc21	/	-3	10	5	-6	4	-0.3	4	-2
O=C(NC1CC1)c1cc(-c2ccccn2)nc2ccccc12	-1	-7	10	-5	15	-10	-0.7	1	-2
COC(=O)C1C2C=CC3(CN(c4cccc(C)c4)C(=O)C13)O2 (stereo unspecified)	0	12	/	-4	7	15	-0.5	6	5
CCCC(C)NC(=O)CSc1nnc(-c2c[nH]c3ccccc23)o1 (stereo unspecified)	10	-25	6	-6	-60	-14	0.5	-7	1
CCOC(=O)/C(=N\Nc1cc(C(F)(F)F)ccc1Cl)N(CC)CC	-2	-2	6	-4	37	8	-4.9	2	-3
O=C(NCc1ccco1)C1CCCN(S(=O)(=O)c2ccccc2)C1 (stereo unspecified)	-2	14	10	3	10	8	-1.3	2	-5
CCOC(=O)C1=C(C)Nc2ccccc2N=C1NC(=O)c1cccc(S(=O)(=O)N(C)C)c1	-2	-3	14	-4	12	-1	1.1	1	5
Cc1ccc(CNc2ccc3c(c2)ncn3C(C)C)cc1	/	4	3	-5	-20	-23	1.6	2	0
CCN(CC)S(=O)(=O)c1ccc(OC)c(NC(=O)c2ccc(OC)c([N+](=O)[O-])c2)c1	5	-1	20	-18	/	-1	-0.4	1	/
CCn1c(CNC(=O)c2ccc3c(c2)OCO3)nnc1SCC(=O)Nc1cc(C)ccc1OC	-1	-9	10	-7	-11	9	1.1	3	3[fluorescence artefact?]
C/C(NC1CCCCC1)=C(/C#N)C(=O)NCCN1CCOCC1	10	10	0	4	36	10	1.6	4	0
CC(C)c1nnc(SCC(=O)N2CCN(C(=O)c3ccco3)CC2)n1N	1	3	6	2	-9	-6	2.1	5	-5
Cc1ccc(NC(=O)C2CCCCC2C(=O)O)cc1C (stereo unspecified)	/	3	8	-2	-12	-13	1.8	4	0
Cc1ccccc1N(CC(=O)NC1CCCC1)C(=O)c1oc(C(C)(C)C)cc1C	15	13	-6	-18	5	14	-0.6	-1	0[fluorescence artefact?]
Cc1ccccc1C(=O)O/N=C/c1c(N2CCOCC2)n(C)c2ccccc12	-2	-17	3	-5	-7	-5	-0.2	2	0
COc1ccc2[nH]cc(C(=O)CN3CCN(C/C=C/c4ccccc4)CC3)c2c1	2	-9	13	8	-52	0	-0.9	5	-2

For convenience, part of the list above.
SMILES	NPY-Y1 antag	NPY1 pot ag	PGE2 EP2 inh	S1P4 antag	EP2 modulator	NPY-Y2 PAM-ag	S1P4 agonist	p97 inhibitor	eIF4E-4G inh
O=C(O)c1coc2ccccc12	3	-18	12&9	2	3&-12	-1	-0.8	5	-1
O=C(c1ccccc1F)N(Cc1cccnc1)Cc1cc2cc3c(cc2[nH]c1=O)OCCO3	-1	14	4	-14	-13	-3	0.7	8	2
CCN(CC)CC(=O)Nc1sc(C)c(C)c1C(=O)c1ccc(C)cc1	2	-16	5	-7	43	-7	-0.4	-6	-1
Cc1cc(C(=O)NCCCN2CCOCC2)n(-c2ccccc2)n1	-2	-11	7	0	12	-14	0.8	-2	-3
Cn1nc(C(F)(F)F)c2cc(C(=O)Nc3ccc(C(F)(F)F)cc3)sc21	/	-3	10	5	-6	4	-0.3	4	-2
O=C(NC1CC1)c1cc(-c2ccccn2)nc2ccccc12	-1	-7	10	-5	15	-10	-0.7	1	-2
COC(=O)C1C2C=CC3(CN(c4cccc(C)c4)C(=O)C13)O2 (stereo unspecified)	0	12	/	-4	7	15	-0.5	6	5
CCCC(C)NC(=O)CSc1nnc(-c2c[nH]c3ccccc23)o1 (stereo unspecified)	10	-25	6	-6	-60	-14	0.5	-7	1
CCOC(=O)/C(=N\Nc1cc(C(F)(F)F)ccc1Cl)N(CC)CC	-2	-2	6	-4	37	8	-4.9	2	-3
O=C(NCc1ccco1)C1CCCN(S(=O)(=O)c2ccccc2)C1 (stereo unspecified)	-2	14	10	3	10	8	-1.3	2	-5
CCOC(=O)C1=C(C)Nc2ccccc2N=C1NC(=O)c1cccc(S(=O)(=O)N(C)C)c1	-2	-3	14	-4	12	-1	1.1	1	5
Cc1ccc(CNc2ccc3c(c2)ncn3C(C)C)cc1	/	4	3	-5	-20	-23	1.6	2	0
CCN(CC)S(=O)(=O)c1ccc(OC)c(NC(=O)c2ccc(OC)c([N+](=O)[O-])c2)c1	5	-1	20	-18	/	-1	-0.4	1	/

New compounds follow:
SMILES	NPY-Y1 antag	NPY1 pot ag	PGE2 EP2 inh	S1P4 antag	EP2 modulator	NPY-Y2 PAM-ag	S1P4 agonist	p97 inhibitor	eIF4E-4G inh
CC1=NNC(=O)C1CCC(=O)N/N=C/C(Br)=C/c1ccccc1 (stereo unspecified)	-1	-19	10	-23	-5	-7	-0.7	1	0
O=C(Nc1ccccc1)Nc1snnc1C(=O)Nc1cccc(O)c1	3	0	16	-35	-70	-5	0.7	10	3
CCc1nc(C#N)c(N2CCOCC2)o1	1	-1	5	-8	19	4	0.7	1	6
Cc1ccc(-n2c(O)c(/C=N/n3cnnc3)c3ccccc3c2=O)cc1	-5&-1	-6&30	20&10	-8&2	-8&-6	5&0	1.6&-0.2	5&-1	8
Cc1ccc(OCC(O)CNC(=O)c2ccccc2C(=O)O)cc1 (stereo unspecified)	16	-33	8	-21	25	-14	-0.3	-1	7
N#Cc1cc(C(=O)c2cc(Br)ccc2O)cn(C2CCCCC2)c1=O	-6	23	9	-6	20	5	0.8	6	-3
Cc1cc(C(=O)Nn2c(C3CCCCC3)nc3ccccc3c2=O)ccc1[N+](=O)[O-]	-1	-12	7	-8	-41	8	-0.8	4	0
O=C(CNC(=O)c1cccs1)NCCN1CCN(c2ccccc2F)CC1	3	7	6	-7	9	7	-0.2	2	-5
CN(C)CCCC(C)(O)C(C)(C)c1ccccc1 (stereo unspecified)	0	-20	20	-1	11	7	0.4	15*	1[fluorescence artefact?]
CC1Cc2ccccc2N1C1=NS(=O)(=O)c2ccccc21 (stereo unspecified)	11	7	0	18	-10	3	-1.2	3	8
COc1ccc(NC(=O)C2C3C=CC(O3)C2C(=O)NCc2cccnc2)cc1 (stereo unspecified)	-3	-10	5	6	28	5	1.0	-2	1
C=CCN(CC=C)C(=S)NCCc1ccc(OC)c(OC)c1	-2	-6	1	-13	8	13	2.6	0	-1[fluorescence artefact?]
O=C(OCC(=O)c1c[nH]c2ccccc12)c1cc2ccccc2cc1O	-1	8	5	-11	-52	1	-1.1	-5	-3
O=C(OCC(=O)N1CCC(Cc2ccccc2)CC1)c1ccc[nH]c1=O	8	-1	3	-7	11	-7	-1.3	1	1
CCOC(=O)C1=C(O)/C(=C/c2ccc(CNC(=O)C(=O)Nc3ccc(C)cc3)o2)N=C1C	5	4	9	5	2	3	-0.8	5	-19
O=C(CSc1nnc(CNC(=O)c2ccccc2F)o1)Nc1ccc2c(c1)OCO2	5	-3	1	9	12	-1	2.3	0	0
Cc1cccc(C)c1NC(=O)CSc1nc(COc2ccccc2)nc2ccccc12	1	-3	37	-6	69*	-8	0.0	2	-33
